TRPC4 inh = inhibitors of mouse TRPC4 channel, primary screen, Fluo4 calcium, HEK293 TRPC4beta/mu-opioid cells; Short transient receptor potential channel 4 (Mus musculus), Q9QUQ5; DAMGO-evoked Fluo4 calcium flux; active compounds read low; B-score at 10 µM; 300,000 tested, 0.39% active;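 active means B-score over 3 SD under the library average, no early fluorescence shift, positive overall ratio signal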
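Signal: kinetic Fluo4 fluorescence imaging of calcium influx. Material: stable TRPC4beta/mu-opioid receptor HEK293 cells. Probe or stimulus: DAMGO in two steps, submaximal then maximal.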
MrgX1 antagonist = antagonists of human MrgX1 receptor, primary screen, HEK293 cells, Fluo-4 calcium flux; 310,000 tested, 1.3% active; B-score at 10 µM; Mas-related G-protein coupled receptor member X1 (Homo sapiens), Q96LB2; BAM8-22 antagonism; active compounds read low; AID 588676, 2011;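 active means calcium-response B-score plate-corrected more than 3 library SD below zero, starting fluorescence within 5 deviations, no agonist response on first addition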;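 further: peak minus trough fluorescence over baseline after final BAM8-22 challenge near maximal dose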
KLF5 inhibitor = KLF5 expression inhibitors, primary screen, DLD-1 cells, luminescence; DLD-1 KLF5 promoter-luciferase reporter; 290,000 tested, 0.23% active; inhibition, % at 5 µM; AID 1700, 2009;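 active means inhibition above a per-plate limit of that plate's mean compound inhibition plus 3 SD, cut at about 60% in these data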;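 further: 0% = DMSO wells and 100% = LY294002 at 200 µM; higher means less KLF5 promoter-driven luciferase light; inactives centre near -14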
TRPC4 act = activators of mouse TRPC4 channel, primary screen, Fluo4 calcium, HEK293 TRPC4beta/mu-opioid cells | Short transient receptor potential channel 4 (Mus musculus), Q9QUQ5 | Fluo4 calcium fluorescence; active compounds read high | B-score at 10 µM | 310,000 tested, 0.49% active;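 active means B-score above 5 SD of library B-scores, and initial fluorescence ratio not above library mean plus 5 SD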;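 further: positive B-score marks a calcium rise read as TRPC4 activation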
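Incubation: 45 min room-temperature Fluo4 loading, 110 s read / System: HEK293 cells stably co-expressing mouse TRPC4beta and mu-opioid receptor / Signal: Fluo4 fluorescence, kinetic / Control set: buffer (low) and maximal DAMGO (high) / Measure: integrated baseline-normalised fluorescence ratio, converted to per-well B score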
aSyn 5UTR inh = MLPCN primary screen, SNCA 5' untranslated region. alpha-synuclein 5'UTR reporter, inhibitor activity. inhibition, % (tested at 7.5 µM). 300,000 tested, 0.82% active. AID 1813, 2009; in the data active means inhibition above about 60%; inconclusive means no clear call, values can overlap the other calls;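 further: H4 neuroglioblastoma cells stably carrying SNCA 5'UTR luciferase fusion; 0% = DMSO wells and 100% = positive control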
TRPC4 potent = positive allosteric modulators of TRPC4, primary screen, cell-based, mouse TRPC4beta, HEK293 mu-opioid, Fluo-4 calcium. Short transient receptor potential channel 4 (Mus musculus), Q9QUQ5. DAMGO EC20, Fluo-4 Ca2+ flux; active compounds read high. 310,000 tested, 0.42% active. AID 2227, 2009. B-score at 10 µM;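 active means B-score of calcium response area above 5 SD of library B-scores, with initial fluorescence ratio within 5 SD of library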;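 further: B-score of integrated fluorescence ratio over time as area under calcium response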
HIF act = HIF pathway transcriptional activators, primary screen, cell-based, U2OS HRE-luciferase, luminescence; U2OS HRE-luciferase reporter; normalized: DMSO 0%, desferrioxamine 100%; activation, % at 7.5 µM (by protocol); 300,000 tested, 0.32% active; AID 1910, 2009;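 active means mean activation of at least 10% of the iron chelator positive control signal, with at least half of replicates also reaching 10%; inconclusive means mean and replicate majority disagree about reaching 10%; inactive means mean and most replicates under 10%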
SKKanGAS inh = S. pyogenes SKKanGAS growth inhibitors in kanamycin, primary screen, streptokinase expression inhibitor project, SKKanGAS strain, BacTiter-Glo luminescence. AID 1662, 2009. 300,000 tested, 1.3% active. 6 h. inhibition, % at 7.5 µM;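 active means mean replicate score, as percent of positive control median, at least 50; inconclusive means mean below 50 but one replicate at or above 50; inactive means mean and every replicate below 50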;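 further: strain carries kanamycin resistance gene driven by streptokinase promoter and grows in 40 µg/ml kanamycin; loss of luminescence reflects streptokinase promoter inhibition or plain growth inhibition; 0% = median of DMSO wells and 100% = positive control at its reference dose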
IEC-6 cytotox = cytotoxicity in IEC-6 intestinal epithelial cells, primary screen, cytotoxicity control for KLF5 inhibitor project, cell-based, luminescence; 290,000 tested, 0.78% active; AID 1825, 2009; IEC-6 cytotoxicity, luminescence viability; inhibition, % at 5 µM; in the data active means inhibition above about 22%;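 further: 0% = plate median of test compound wells and 100% = cytotoxic reference compound wells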
TRPC6 inhibitor = mouse TRPC6 channel inhibitors, primary screen, cell-based, HEK293, membrane potential dye. Short transient receptor potential channel 6 (Mus musculus), Q61143. ACh-evoked depolarization; active compounds read low. B-score at 10 µM. 310,000 tested, 1.1% active. AID 2553, 2010;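 active means B-score under library mean minus 3 SD, initial fluorescence not abnormally high, positive integrated signal ratio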;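 further: B-score derived from integrated fluorescence ratio over the kinetic read; more negative B-score means stronger inhibition of depolarization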
Target sequence (Q61143 whole entry, looked up): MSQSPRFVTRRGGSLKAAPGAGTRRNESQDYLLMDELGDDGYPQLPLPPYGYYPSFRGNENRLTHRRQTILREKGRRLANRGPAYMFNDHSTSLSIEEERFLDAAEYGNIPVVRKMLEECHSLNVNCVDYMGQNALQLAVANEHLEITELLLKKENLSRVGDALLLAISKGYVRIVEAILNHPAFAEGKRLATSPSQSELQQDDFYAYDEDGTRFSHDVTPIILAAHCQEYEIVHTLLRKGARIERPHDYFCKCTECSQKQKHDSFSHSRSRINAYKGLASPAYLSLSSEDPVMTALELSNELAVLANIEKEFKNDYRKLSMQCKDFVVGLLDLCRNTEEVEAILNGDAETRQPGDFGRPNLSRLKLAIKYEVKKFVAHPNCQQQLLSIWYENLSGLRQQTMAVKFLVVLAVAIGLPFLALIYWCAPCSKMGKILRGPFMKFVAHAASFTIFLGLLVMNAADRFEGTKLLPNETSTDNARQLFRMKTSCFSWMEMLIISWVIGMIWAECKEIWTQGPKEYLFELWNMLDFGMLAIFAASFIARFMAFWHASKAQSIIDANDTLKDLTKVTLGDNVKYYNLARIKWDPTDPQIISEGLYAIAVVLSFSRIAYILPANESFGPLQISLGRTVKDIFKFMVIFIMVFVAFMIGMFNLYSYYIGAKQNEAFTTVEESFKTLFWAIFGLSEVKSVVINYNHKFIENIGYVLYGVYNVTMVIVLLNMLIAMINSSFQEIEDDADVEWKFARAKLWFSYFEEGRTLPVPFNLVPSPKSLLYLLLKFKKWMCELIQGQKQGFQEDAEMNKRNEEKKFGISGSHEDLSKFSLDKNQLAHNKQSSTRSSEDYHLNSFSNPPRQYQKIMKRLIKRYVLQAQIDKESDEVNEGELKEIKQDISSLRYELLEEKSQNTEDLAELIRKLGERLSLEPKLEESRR
TRPC6 act = mouse TRPC6 channel activators, primary screen, cell-based, HEK293, membrane potential dye | 310,000 tested, 0.13% active | AID 2550, 2010 | Short transient receptor potential channel 6 (Mus musculus), Q61143 | HEK293-TRPC6 membrane potential dye fluorescence; active compounds read high | B-score at 10 µM;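 active means B-score of the integrated fluorescence ratio above library mean plus 3 SD, and starting fluorescence ratio within library mean plus 5 SD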;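 further: higher score means more depolarization so channel activation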
An asterisk follows results filed as active; i = inactive; ? = inconclusive; · = no result given.

Results follow in this order: TRPC4 inh	TRPC6 inhibitor	IEC-6 cytotox	MrgX1 antagonist	TRPC4 potent	TRPC4 act	aSyn 5UTR inh	HIF act	SKKanGAS inh	KLF5 inhibitor	TRPC6 act
Cc1ccc2cc3cc(C(=O)NC4CC4)oc3nc2c1
 : i	i	2	i	i	i	-134	3.1	-3	-177	i
COc1ccc(-c2nc(CN(CC3CCC(=O)N3)C(C)C)c(C)o2)c(C)c1C (stereo not drawn)
 : i	i	10	i	i	i	4	-0.1	12	-18	i
O=C(/C=C/c1ccc(F)cc1)NC(=S)N1CCCCC1c1cccnc1 (stereo not drawn)
 : i	i	-8	i	i	i	0	-0.3	0	-14	i
CN(C)c1ccc(CNCCC(Cc2ccccc2)c2ccco2)cc1 (stereo not drawn)
 : i	i	1	i	i	46*	-5	-0.4	-16	12	i
Cc1cc(C)c2c(=O)n(CC(=O)Nc3ccc(Br)c(C)c3)sc2n1
 : i	i	-2	i	i	i	14	-0.4	-8	-22	i
O=c1c2c(-c3ccc([N+](=O)[O-])cc3)csc2nc2n1CCCCC2
 : i	i	1	i	i	i	17	2.0	1	-12	i
Cc1ccc2nc(N3CCN(C(=O)c4ccco4)CC3)c3nncn3c2c1
 : i	i	5	i	i	i	-32	0.1	4	-43	i
COc1ccc(NC(=O)c2nn(C)c3c2CS(=O)(=O)c2ccccc2-3)cc1
 : i	i	0	i	i	i	-8	-0.2	0	-24	i
CCOC(=O)N1CCN(C(=O)c2c[nH]c3ccc(S(=O)(=O)N(C)c4ccc(F)cc4)cc3c2=O)CC1
 : i	i	-7	i	i	i	14	-1.0	-1	-40	i
O=C(NCC1CC1)Nc1cccc(C(F)(F)F)c1
 : i	i	4	i	i	i	-2	0.3	-1	-8	i

Other structures.
Results follow in this order: TRPC4 inh	TRPC6 inhibitor	IEC-6 cytotox	MrgX1 antagonist	TRPC4 potent	TRPC4 act	aSyn 5UTR inh	HIF act	SKKanGAS inh	KLF5 inhibitor	TRPC6 act
O=C(Nc1ncc(Cc2cccc(Cl)c2)s1)C1=NCCN1
 : i	i	-3	i	i	i	-14	-2.1	20	-27	i
COc1ccc(N(CC(=O)Nc2ccccc2F)S(=O)(=O)c2ccc(OC)c(OC)c2)cc1
 : i	i	3	i	i	i	3	-0.4	-4	-28	i
O=C(Nc1ccc(Br)cc1)C1CC(c2c(F)cccc2Cl)=NO1 (stereo not drawn)
 : i	i	-3	i	i	i	-48	1.1	-3	-33	i
Cc1ccc(Cn2ccc(NC(=O)c3nc4ncccn4n3)n2)cc1
 : i	i	3	i	i	i	-8	2.1	-18	5	i
COC(=O)C(NNc1ccccc1)(NC(=O)c1cccc(F)c1)C(F)(F)F (stereo not drawn)
 : i	i	3	i	i	i	6	-0.3	-1	-16	i
CC1CCCCN1S(=O)(=O)Cc1ccccc1Cl (stereo not drawn)
 : i	i	-2	i	i	i	15	-0.9	-2	-31	i
O=[N+]([O-])c1cccc(/C([O-])=C(/C(=S)Nc2ccccc2)[n+]2ccccc2)c1
 : i	i	-7	i	i	i	-105	1.4	1	-26	i
O=C(OCCN1CCOCC1)c1cccs1
 : i	i	0	i	i	i	29	-0.1	11	-28	i
CO/N=C/CC(=O)Nc1ccc(F)cc1F
 : i	i	4	i	i	i	19	0.2	-3	15	i
O=C1c2nc3ccccn3c2C(=O)N1Cc1ccccc1
 : i	i	7	i	i	i	16	-0.1	0	-34	i

Next part
Results follow in this order: TRPC4 inh	TRPC6 inhibitor	IEC-6 cytotox	MrgX1 antagonist	TRPC4 potent	TRPC4 act	aSyn 5UTR inh	HIF act	SKKanGAS inh	KLF5 inhibitor	TRPC6 act
C=CCOC(=O)C1C(=O)CC(C)(O)C(C(=O)OCC=C)C1c1ccc(N(C)C)cc1 (stereo not drawn)
 : i	i	-4	i	i	i	-1	0.8	-1	-31	i
C/C(=N\NC(N)=O)c1cc(Cl)cc(Cl)c1O
 : i	i	6	i	i	i	12	0.0	2	-2	i
CCNc1nc(NCC)n2c(SCC(=O)Nc3ccc(NC(C)=O)cc3)nnc2n1
 : i	i	·	i	i	i	7	0.1	-3	·	i
CCOC(=O)c1cnn(-c2ncnc3sc(C)c(C)c23)c1N
 : i	i	3	i	i	i	22	0.1	-9	3	i
Nc1cc(=O)[nH]c(=S)n1-c1cccc(C(F)(F)F)c1
 : i	i	1	i	i	i	0	-0.3	0	-16	i
Cc1ccccc1C(C(=O)NC1CCCC1)N(C(=O)CNC(=O)c1ccco1)c1cccnc1 (stereo not drawn)
 : i	i	4	i	i	i	1	0.1	1	-27	i
O=C(c1ccc(Br)o1)N1CCN(Cc2ccc3c(c2)OCO3)CC1
 : i	i	2	i	i	i	6	-0.4	1	-9	i
CCCOc1ccc(C(C)(O)CN2CCOCC2)cc1 (stereo not drawn)
 : i	i	6	i	i	i	-1	-0.4	-1	1	i
O=C(c1ccco1)N1CCN(Cc2cc(=O)c(OCc3ccccc3Cl)co2)CC1
 : i	i	·	i	i	i	4	-0.2	-1	·	i
O=C(NCC(c1ccco1)N1CCc2ccccc2C1)c1ccccc1 (stereo not drawn)
 : i	i	·	i	i	i	0	0.3	-1	·	i

An excerpt from above in order of their number in KLF5 inhibitor, highest first.
SMILES	TRPC4 inh	MrgX1 antagonist	TRPC4 potent	aSyn 5UTR inh	KLF5 inhibitor	TRPC6 act
O=C(NCC1CC1)Nc1cccc(C(F)(F)F)c1	i	i	i	-2	-8	i
COc1ccc(N(CC(=O)Nc2ccccc2F)S(=O)(=O)c2ccc(OC)c(OC)c2)cc1	i	i	i	3	-28	i
O=C1c2nc3ccccn3c2C(=O)N1Cc1ccccc1	i	i	i	16	-34	i

New compounds follow.
Results follow in this order: TRPC4 inh	TRPC6 inhibitor	IEC-6 cytotox	MrgX1 antagonist	TRPC4 potent	TRPC4 act	aSyn 5UTR inh	HIF act	SKKanGAS inh	KLF5 inhibitor	TRPC6 act
Cc1[nH]c2ccc(C(=O)NCC(C)(C)N3CCOCC3)cc2c1C
 : i	i	5	i	i	i	-11	0.2	-9	9	i
CC(C)c1nnc(NC(=O)CCC2CCCCC2)s1
 : i	i	-2	i	i	i	-61	-1.9	6	-25	i
COC(=O)c1c(C)oc(C)c1S(=O)(=O)N(Cc1ccccc1)C(C)C
 : i	i	-3	i	i	i	11	-0.6	-3	-23	i
O=C(CSc1ccccc1)N1CCc2ccccc21
 : i	i	-4	i	i	i	-113	2.7	-5	-156	i
NC(=O)Cn1nc([N+](=O)[O-])nc1Oc1ccc(Br)cc1
 : i	i	2	i	i	i	23	-0.4	6	13	i
CCc1nnc(NC(=O)C(=O)NCCOC(=O)c2ccccc2Cl)s1
 : i	i	5	i	i	i	11	-0.1	7	-12	i
O=S(=O)(Nc1ncccn1)c1ccc(NC(=S)Nc2ccc(Cl)cc2)cc1
 : i	i	-5	i	i	i	-30	0.8	-12	9	i
Cc1nc(SCC(=O)c2cc3ccccc3oc2=O)c(C#N)c(-c2cccs2)c1C(=O)Nc1ccccc1
 : i	i	-8	i	i	i	-35	-0.1	?	-31	i
COc1cc2c(cc1OC)CN(CCC(=O)c1ccc(Br)cc1)CC2
 : i	i	0	i	i	i	6	1.5	4	10	i
CCOC(=O)c1sc(NC(C)=O)cc1C
 : i	i	5	i	i	i	6	0.1	4	-23	i

(more compounds)
Results follow in this order: TRPC4 inh	TRPC6 inhibitor	IEC-6 cytotox	MrgX1 antagonist	TRPC4 potent	TRPC4 act	aSyn 5UTR inh	HIF act	SKKanGAS inh	KLF5 inhibitor	TRPC6 act
Cc1ccc(C)c(NC(=O)CN2C(=O)c3ccccc3C2=O)c1
 : i	i	·	i	i	i	-20	0.1	-4	·	i
CCOc1ccc2oc(C(=O)OC(C(=O)NC(N)=O)C(C)C)c(C)c2c1 (stereo not drawn)
 : i	i	-2	i	i	i	-18	0.3	12	-16	i
CC12CN3CCN(CC(C3)/C1=N/N=C/c1cccc([N+](=O)[O-])c1)C2
 : i	i	5	i	i	i	-27	-0.1	-8	-13	i
Cc1ccc(-c2nn3c(C)nnc3s2)cc1NC(=O)c1ccc(OC(C)C)cc1
 : i	i	3	i	i	i	17	0.6	-4	1	i
COc1ccc(N2CCN(C(=O)C3CCCN(S(=O)(=O)c4cccc5cccnc45)C3)CC2)cc1 (stereo not drawn)
 : i	i	0	i	i	i	13	-0.4	-6	19	i
Oc1ccc(-c2[nH]nc(-c3ccccc3)c2-c2nc3ccccc3[nH]2)cc1
 : i	i	1	i	i	i	-4	-0.3	1	5	i
CN(Cc1ccccc1)C(=O)CCc1ccccc1
 : i	i	1	i	i	i	14	0.0	5	-27	i
O=C(c1ccc(CN2CCc3ccccc3C2)cc1)N1CCc2ccccc2C1
 : i	i	4	i	i	i	-19	-0.3	-4	-29	i
Cn1cc(CNCc2ccc(OC(F)(F)F)cc2)c(-c2ccc3c(c2)OCCO3)n1
 : i	i	14	i	i	i	5	0.6	-9	-14	i
O=C(COc1ccc(Cl)cc1)OCc1csc(Nc2ccccc2)n1
 : i	i	-1	i	i	i	-6	0.3	-2	3	i
Fc1cnc(N2CCOCC2)nc1N1CCc2ccccc21
 : i	i	1	i	i	i	-36	0.6	-3	9	i
COc1ccc(Cn2nnnc2CN2CCC(O)(c3ccccc3F)CC2)cc1
 : i	i	-3	i	i	i	-11	-51	-16	-26	i
COC(=O)c1cccc2c1NC(=O)C2=O
 : i	i	11	i	i	i	-2	0.1	37	0	i

Compound activity deposited in PubChem BioAssay by several laboratories.
